JMJD2C inh: blocks human GASC-1 demethylase activity. Q9H3R0. GST-JMJD2C(1-420) H3K9me3 demethylation, DELFIA europium. inhibition, % at 2.35 µM. actives 0.069% (n = 330,000);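 active = more than half of a compound's replicate wells show inhibition beyond 50%, single wells judged on their own value; inconclusive = some, but no more than half, of replicates pass 50% inhibition; inactive = no replicate passes 50% inhibition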;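 note: signal counts dimethyl H3K9 product captured on neutravidin plate; 0% = median of DMSO wells and 100% = 0.3 times that DMSO median; strong numbers were not always called active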
CIT2-GFP yeast: modulators of TOR pathway CIT2-GFP in S. cerevisiae; AID 2029; GFP response vs DMSO, % at 10 µM; actives 0.065% (n = 320,000); S. cerevisiae CIT2-GFP strain, flow cytometry, 3 h; 100 means same as DMSO wells;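 active = GFP response relative to DMSO above a set limit, near the screen mean plus 3 SD, cut at about 150% in these data; inconclusive = Fewer than 70 cells measured for a yeast strain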;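 note: ratio of well median GFP fluorescence to mean of DMSO wells on the plate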
RPL19A-GFP yeast: yeast TOR pathway RPL19A-GFP modulation | S. cerevisiae RPL19A-GFP strain, flow cytometry, 3 h; active compounds read low | percent response vs DMSO, % at 10 µM | actives 0.3% (n = 330,000) | AID 2025;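 active = percent response vs DMSO below 50%; inconclusive = fewer than 70 events counted for the yeast strain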;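 note: median channel GFP fluorescence of the barcoded RPL19A-GFP strain; ratio of sample median GFP to plate DMSO average so 100% = DMSO; lower means less RPL19A-GFP as with rapamycin TOR inhibition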
AGP1 TOR yeast: alters AGP1-GFP fluorescence in TOR pathway yeast screen; AID 2066; actives 0.02% (n = 320,000); S. cerevisiae AGP1-GFP multiplex flow cytometry, 3 h; GFP as percent of DMSO wells; GFP response vs DMSO, % at 10 µM;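 active = GFP response relative to DMSO above a set limit, near screen average plus 3 SD, cut at about 150% in these data; inconclusive = fewer than 70 cells counted for the yeast strain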;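 note: median GFP channel fluorescence of the gated AGP1 strain per well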
VLA-4 inh: inhibition in a human VLA-4 binding assay. P13612. VLA-4 expressing cells, ligand binding flow cytometry. inhibition, % (about 7 µM as worked out from the volumes in the protocol). actives 0.2% (n = 330,000). AID 2557; in the data active = inhibition above about 50%
Target sequence (P13612 whole entry, looked up): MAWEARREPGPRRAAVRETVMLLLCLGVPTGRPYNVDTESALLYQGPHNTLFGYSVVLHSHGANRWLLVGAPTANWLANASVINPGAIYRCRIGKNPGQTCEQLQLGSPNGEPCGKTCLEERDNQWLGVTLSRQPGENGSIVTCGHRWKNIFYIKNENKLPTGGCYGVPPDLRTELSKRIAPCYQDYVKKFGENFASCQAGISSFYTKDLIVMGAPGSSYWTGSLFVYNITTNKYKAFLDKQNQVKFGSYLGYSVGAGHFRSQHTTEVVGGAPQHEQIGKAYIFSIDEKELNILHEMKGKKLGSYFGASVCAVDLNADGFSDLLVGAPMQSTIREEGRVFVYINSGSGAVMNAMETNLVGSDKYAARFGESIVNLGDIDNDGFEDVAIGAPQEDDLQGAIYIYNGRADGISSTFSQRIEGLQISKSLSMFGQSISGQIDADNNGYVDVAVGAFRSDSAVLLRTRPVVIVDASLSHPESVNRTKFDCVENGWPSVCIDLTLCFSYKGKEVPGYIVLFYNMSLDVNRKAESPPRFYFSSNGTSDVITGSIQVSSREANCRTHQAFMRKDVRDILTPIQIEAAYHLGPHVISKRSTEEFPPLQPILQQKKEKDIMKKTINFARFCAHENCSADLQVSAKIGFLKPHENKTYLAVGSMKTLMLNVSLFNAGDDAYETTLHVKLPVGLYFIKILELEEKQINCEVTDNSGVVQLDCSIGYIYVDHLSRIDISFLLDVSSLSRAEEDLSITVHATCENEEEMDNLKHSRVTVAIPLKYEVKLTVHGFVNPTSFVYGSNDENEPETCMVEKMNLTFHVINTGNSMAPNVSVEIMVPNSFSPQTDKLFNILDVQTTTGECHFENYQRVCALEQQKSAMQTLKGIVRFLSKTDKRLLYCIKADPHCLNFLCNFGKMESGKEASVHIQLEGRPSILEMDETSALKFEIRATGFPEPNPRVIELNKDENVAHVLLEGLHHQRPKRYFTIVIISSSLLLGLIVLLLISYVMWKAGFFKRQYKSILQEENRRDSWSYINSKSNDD
MEP2-GFP yeast: yeast TOR pathway MEP2-GFP modulation | actives 0.51% (n = 330,000) | S. cerevisiae MEP2-GFP strain, flow cytometry GFP, 3 h; 100% = DMSO control level | AID 2016 | GFP response vs DMSO, % at 10 µM;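 active = GFP response versus DMSO above a set limit, roughly screen mean plus 3 SD, cut at about 180% in these data; inconclusive = fewer than 70 cells counted for a yeast strain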;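 note: median GFP fluorescence of the barcode-gated MEP2-GFP cells per well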
GRK2 aptamer HTS: human GRK2 inhibition via aptamer displacement. AID 488847. bead flow cytometry, FAM-aptamer displacement from GRK2. inhibition of aptamer binding, % at 10 µM. actives 0.59% (n = 330,000);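 active = inhibition of aptamer binding above 40%, roughly 3 SD of noise, on plates passing a quality check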;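 note: median bead fluorescence of bound FAM aptamer so fluorescent compounds give negative values; no value below 0 was filed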
LAP4 TOR yeast: modulators of TOR pathway LAP4-GFP in S. cerevisiae; S. cerevisiae LAP4-GFP multiplex, flow cytometry GFP, 3 h; median GFP as percent of DMSO wells; GFP response vs DMSO, % at 10 µM; actives 0.34% (n = 320,000);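 active = GFP response vs DMSO above a set limit, about the screen mean plus 3 SD, cut at about 150% in these data; inconclusive = under 70 cell events counted for the yeast strain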
Starred values were filed as active, the others as inactive; u = inconclusive; & = joins results of further samples; [ ] = remark or other dose.

nr	Compound	JMJD2C inh	CIT2-GFP yeast	RPL19A-GFP yeast	AGP1 TOR yeast	VLA-4 inh	MEP2-GFP yeast	GRK2 aptamer HTS	LAP4 TOR yeast
1	COc1ccccc1CCNC(=O)c1cc(-c2ccccn2)nc2ccc(Br)cc12	18	99	97	104	2	99	0	110
2	O=C(NNC(=S)NCc1ccccc1)c1ccc(Br)o1	1	98	99	105	7	98	1	100
3	O=C(COC(=O)C1CC2CCCC(C1)C2=O)NNC(=O)c1ccccc1Br (centres undefined)	-2	98	94	94	2	96	2	100
4	O=C(Nc1ccc(Br)cc1)N1CCCCCCC1	6	82	91	83	2	81	0	94
5	Cn1c(SCC(=O)NC2CC2)nnc1C1CC1	5	100[may fluoresce green]	97[may fluoresce green]	97[may fluoresce green]	2	108[may fluoresce green]	0	106[may fluoresce green]
6	Cc1cc(S(=O)(=O)Nc2ccc3c(c2)COC3=O)ccc1F	-14	103	99	102	-1	102	0	101
7	Cc1ccc(CN(CC(=O)NCCc2ccccc2)C(=O)c2csnn2)cc1	-7	97	99	99	-5	103	4	94
8	Cc1nn(C)c(Cl)c1CN1CCCC(C(=O)Nc2ccc(-c3cscn3)cc2)C1 (centres undefined)	6	97	97	98	-6	101	1	104
9	O=C(c1ccc2c(=O)n(-c3ccccc3)c(=O)[nH]c2c1)N1CCCCC1	2	110	102	107	0	103	0	96
10	CC1CCCCN1S(=O)(=O)c1ccc(C(=O)Nc2nnc(-c3ccccc3Cl)o2)cc1 (centres undefined)	29	100	101	102	-2	105	0	98
11	CCCCc1ccc(S(=O)(=O)Nc2cc(C)on2)cc1	2	86	97	84	-1	93	0	111
12	CCC(C(=O)Nc1ccc2[nH]ncc2c1)c1ccccc1 (centres undefined)	34	106	102	99	7	108	33	94
13	CCOC(=O)C1=C(C)N=c2s/c(=C/c3cccc(OCC(=O)O)c3)c(=O)n2C1c1ccc(F)cc1 (centres undefined)	4	93	100	88	9	95	1	82
14	CCc1nc(Nc2cccc(F)c2)c2oc3ccccc3c2n1	7	111	103	98	-3	101	0	108
15	Cn1c(N)c(C(=O)COC(=O)c2cc(C(F)(F)F)nc3ccccc23)c(=O)n(C)c1=O	-5	110	106	92	0	100	3	127
16	Cn1ncc(Br)c1C(=O)NC1CCCC1	-3	110	107	109	-12	95	0	95
17	Cc1ccc(-c2nn(-c3ccccc3)cc2C2CC(c3ccccc3)=NN2C(=O)CCC(=O)O)cc1 (centres undefined)	18	95	95	98	4	89	1	101
18	O=S(=O)(c1ccccc1)c1nc(NC2CC2)sc1Cl	-2	107	95	111	3	101	2	111
19	CN(C(=O)c1ccc2nccnc2c1)C1CCCCC1	-5	101	98	102	12	98	1	107
20	Cc1ccn2cc(CNC(=O)c3ccc(Br)o3)nc2c1	5	107	97	101	-8	109	1	103

Continuation.
nr	Compound	JMJD2C inh	CIT2-GFP yeast	RPL19A-GFP yeast	AGP1 TOR yeast	VLA-4 inh	MEP2-GFP yeast	GRK2 aptamer HTS	LAP4 TOR yeast
21	Cc1csc(NC(=O)c2nn(C)c(C)c2[N+](=O)[O-])n1	-4	97	96	90	17	85	1	94
22	Cc1cc(-n2ccnc2)n2c(nc3ccccc32)c1C#N	-1	105	95	96	-15	96	0	97
23	Oc1ccc(O)cc1	0	76	90	73	42	76	0	87
24	COc1ccccc1-n1cnnc1SCC(=O)NC1CCCCC1	7	101	96	95	7	97	0	98
25	CCOc1ccc(CNC(=O)CCc2cn(C)c3ccccc23)cc1	3	98	99	96	9	112	1	104
26	CC(=O)Nc1ccc(S(=O)(=O)N(Cc2ccccc2)C(C)C)cc1	-1	106	99	103	-11	99	0	96
27	O=C(COC(=O)CNS(=O)(=O)c1c(Cl)cccc1Cl)Nc1cccnc1Cl	8	101	98	91	11	118	1	94
28	Cc1cc2c(c(=O)n1Cc1cccnc1)C(Cc1ccccc1)C(C#N)=C(N)O2 (centres undefined)	9	103	104	97	0	115	0	105
29	N/C(=N\O)c1ccc([N+](=O)[O-])s1	u	116	95	116	-2	94	3	102
30	CCc1nnc(NC(=O)CSc2nc3ccccc3c(=O)n2CCCOC)s1	-1	76	97	96	10	102	2	99
31	Nc1ccccc1S(=O)(=O)c1ccccc1N	-4	94	102	95	6	96	0	94
32	CC(C)c1ccc(CCNC(=O)CCNS(=O)(=O)c2ccc(Br)cc2)cc1	2	97	104	103	16	105	1	104
33	CC1(C)CC(NCc2ccccc2)CCO1 (centres undefined)	4	106	98	104	-10	100	0	99
34	CNC(=O)NC(=O)CSc1nnc(C(F)(F)F)n1C	-35	113	102	112	4	107	2	108
35	NS(=O)(=O)c1ccc(NC(=O)COc2ccc(Cl)cc2)cc1	-10	98	101	94	-1	97	6	92
36	Cc1ccc(S(=O)(=O)N[C@H](C(=O)N2CCC3(O)CCCCC3C2)c2ccccc2)cc1 (some centres undefined)	10	87	93	88	0	95	6	93
37	COc1cccc(C2=NOC(C(=O)Nc3cccnc3)C2)c1 (centres undefined)	5	95	102	98	10	102	1	104
38	CCN(CC)CCN1C(=O)c2oc3ccccc3c(=O)c2C1c1cccc(Br)c1 (centres undefined)	34	94	101	98	22	102	2	99
39	CCc1cc(-c2n[nH]c(C)c2-c2ccccc2Cl)c(O)cc1OC	-17	90	100	88	-4	109	3	118
40	O=C1CC(N2CCCCCC2)C(=O)N1c1ccc2c(c1)OCO2 (centres undefined)	11	98	100	101	14	100	0	121

(further entries)
nr	Compound	JMJD2C inh	CIT2-GFP yeast	RPL19A-GFP yeast	AGP1 TOR yeast	VLA-4 inh	MEP2-GFP yeast	GRK2 aptamer HTS	LAP4 TOR yeast
41	Oc1ccc2n[nH]nc2c1	11	114	117	114	1	116	4	107
42	CCCOc1ccc(C2C(C(=O)c3ccc(C)o3)=C(O)C(=O)N2Cc2ccco2)cc1 (centres undefined)	-9	88	99	92	5	93	7	94
43	CC(C)(C)NS(=O)(=O)c1ccc(Oc2ncc(C(F)(F)F)cc2Cl)cc1	2	97	101	98	18	98	4	99
44	Cc1cccc(N/N=C/c2ccc(O)c(O)c2O)c1	-10	102	109	99	9	102	0	101
45	O=C(Nc1cccc(Cl)c1)N(CCN1CCOCC1)Cc1cccc(Cl)c1	1	100	101	96	8	98	0	95
46	COc1ccc(NC(=O)c2nc[nH]c2C(=O)N[C@H](C)c2ccccc2)cc1	9	96	103	89	11	94	3	105
47	CCCCc1nc2c(=O)[nH]c3ccccc3c2o1	10	98	97	96	2	103	1	98
48	S=C1SCN(Cc2ccco2)CN1Cc1ccco1	-1	96	96	101	7	105	2	112
49	O=C(COC(=O)c1c(Cl)cccc1Cl)NCc1cccs1	7	109	99	99	-1	106	0	108
50	C=CCNC(=O)C1CC2c3ccccc3C1c1ccccc12 (centres undefined)	-4	103	93	102	12	93	1	97
51	Cc1ccc(-c2nnn(CC(=O)N(c3cccc(F)c3)C(C(=O)NC3CCCC3)c3ccncc3)n2)o1 (centres undefined)	13	101	102	85	-18	99	0	92
52	CCNc1nc(-c2ccc(Cl)cc2)cs1	1	86	86	87	13	91	0	167*
53	COc1ccc(-c2nnc(C(C)Nc3cccc(C(=O)NC4CC4)c3)o2)cc1 (centres undefined)	5	95	90	90	-5	88	11	86
54	COc1cc(/C=N/NC(=O)c2ccc(CN(C)S(=O)(=O)c3ccc(C)cc3)cc2)ccc1O	-15	102	101	94	6	107	1	81
55	O=C(NC1(C(F)(F)F)NC(=O)N(Cc2cccnc2)C1=O)c1cccs1 (centres undefined)	6	107	95	93	20	84	2	90
56	CC(=O)Nc1ccc(SCC(=O)O)cc1	-7	91	102	91	-6	98	1	91
57	COCCCNCCOCCOc1ccccc1-c1ccccc1	-12	105	106	106	2	104	0	105
58	Cc1ccc(SCCC(=O)N2CCCC2)cc1	-1	103	98	99	9	94	0	94
59	CC1CN(C(=O)c2ccc(Br)c(S(=O)(=O)N3CCOCC3)c2)CC(C)O1 (centres undefined)	6	98	100	102	38	99	3	95
60	O=C(NCc1ccccc1Cl)C1CCN(S(=O)(=O)N2CCCC2)CC1	7	108	106	107	2	102	1	100

Further results follow.
nr	Compound	JMJD2C inh	CIT2-GFP yeast	RPL19A-GFP yeast	AGP1 TOR yeast	VLA-4 inh	MEP2-GFP yeast	GRK2 aptamer HTS	LAP4 TOR yeast
61	COc1ccc([C@@H]2Sc3ccccc3N(CCN(C)C)C(=O)[C@@H]2OC(C)=O)cc1	-3	90	101	91	-4	100	1	128
62	O=C(NCCO)C(=O)Nc1cc2c3c(c1)CCC(=O)N3CCC2	4	108	102	104	0	100	0	92
63	O=C(OCCN1CCCCC1)c1cccc(Cl)c1	170	93	91	85	13	84	1	75
64	Cn1c(SCc2ccc(F)cc2)nnc1-c1cccs1	-3	106	96	93	2	102	3	99
65	Cc1cc2oc(C(=O)Nc3nonc3C)c(C)c2cc1Cl	-3	100	98	103	10	98	5	95
66	COc1ccc(Cc2nc(-c3ccc(-n4cccc4)cc3)no2)cc1	-6	104	105	110	-5	121	0	112
67	COc1ccc(N2CCN(C(=O)CCCCCn3c(=O)[nH]c4ccsc4c3=O)CC2)cc1	-39	95	102	102	7	107	0	112
68	Cn1c(=O)c(C(=O)N2CCc3ccccc32)cc2cccnc21	1	90	92	98	7	95	0	108
69	CCC(=O)Nc1cccc(C2=NOC3(C2)C[C@H](C(N)=O)N(C(=O)c2ccc(Cl)cc2)C3)c1 (some centres undefined)	22	96	110	100	6	99	1	115
70	CC(C)Oc1ccc(C(=O)N2CCCC2C(=O)O)cc1 (centres undefined)	-12	94	96	97	5	89	9	90
71	CC(C)(C)NC(=O)C(c1ccccc1)N(Cc1cccs1)C(=O)c1csnn1 (centres undefined)	-10	101	97	97	-5	102	0	98
72	CCn1cc(C(=O)NCC2COc3ccccc3O2)c2cc(OC)c(OC)cc2c1=O (centres undefined)	-21&-17	93	99	98	-1	99	0	104
73	O=c1c2ccccc2nnn1Cc1ccccc1Cl	21	97	96	97	1	94	2	94
74	CCOC(=O)c1c(C)c(C(=O)N2CCCCCC2)c(C)n1C	-2	93	93	92	-3	95	0	96

Compound activity from PubChem BioAssay.
